PI4K2A block = inhibitors of human PI4K2A; Q9BTU6; purified PI4K2A, ADP-Glo luminescence, 1 h; active compounds read low; activity change, negative = inhibition, % at 76.9 µM; 0.13% of 420,000 active; AID 1346378; in the data active means activity change below about -50%; inconclusive means mostly about -30% to -49%;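 further: -100% = wells without enzyme as full effect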
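In this quantitative HTS, ADP production by PI4K2A was quantified luminescently after 1 h at ambient temperature; 100 microM adenosine served as plate-quality control.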
HP1b chromo inh = inhibitors of HP1-beta chromodomain binding to methylated histone tails; 0.56% of 390,000 active; AlphaScreen HP1-beta / biotin-H3K9me3 peptide binding; AID 540317; Potency, µM (titrated, usually from 114 µM), for inactives: at the highest dose activity change, negative = inhibition, hits mostly inhibitors; further: potency means the concentration at half of the fitted maximal effect; nearly all actives have a fitted effect of over 70% in size; inactives centre near 23
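AlphaScreen: HP1-beta (50 nM) preformed 30 min with biotin-H3(1-18)K9me3 peptide (50 nM) in PBS pH 7.4, 0.01% Tween-20. Compound added for 30 min at RT, then streptavidin donor/nickel chelate acceptor beads (10 ug/mL) for 30 min.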
BAZ2B block = inhibitors of human BAZ2B bromodomain | 4.4% of 360,000 active | AlphaScreen BAZ2B-H3K14Ac peptide displacement | Potency, µM (highest dose often 114 µM), for the others: top-dose activity change, negative = inhibition, most hits filed as inhibitors | Q9UIF8; further: potency means the concentration at half of the fitted maximal effect; on the % scale 0 is the no-effect control and ±100 the full control effect; nearly all actives have a fitted effect of over 60% in size
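Inhibition is scored as reduced AlphaScreen emission. The BAZ2B/b-H3(5-23)K14Ac complex (50 nM each) in PBS pH 7.4, 0.01% Tween-20 meets compound (up to 110 uM) for 30 min at RT before bead addition.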
GLS inhibitor = inhibitors of human glutaminase (GLS); GLS enzymatic activity, qHTS titration; 0.21% of 410,000 active; O94925; Potency, µM (top dose mostly 45.5 µM), inactives show at the top dose activity change, negative = inhibition, usual class: inhibitors; further: potency means the concentration at half of the fitted maximal effect; on the % scale 0 is the no-effect control and ±100 the full control effect
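Compounds were pin-transferred onto hKGA, after which L-glutamine (1 mM solution) and a detection mix of glutamate oxidase, HRP and Amplex Red were added. Initial and 30 min RT fluorescence reads were collected.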
ALOX12 inh = inhibitors of human 12S-lipoxygenase ALOX12; 1.1% of 580,000 active; purified 12hLO, xylenol orange hydroperoxide absorbance; AID 1671190; P18054; Potency, µM (doses to about 108 µM), without a hit: top-dose activity change, negative = inhibition, hits mostly inhibitors; further: potency means the concentration at half of the fitted maximal effect; on the % scale 0 is the no-effect control and ±100 the full control effect
Target sequence (P18054 whole entry, looked up): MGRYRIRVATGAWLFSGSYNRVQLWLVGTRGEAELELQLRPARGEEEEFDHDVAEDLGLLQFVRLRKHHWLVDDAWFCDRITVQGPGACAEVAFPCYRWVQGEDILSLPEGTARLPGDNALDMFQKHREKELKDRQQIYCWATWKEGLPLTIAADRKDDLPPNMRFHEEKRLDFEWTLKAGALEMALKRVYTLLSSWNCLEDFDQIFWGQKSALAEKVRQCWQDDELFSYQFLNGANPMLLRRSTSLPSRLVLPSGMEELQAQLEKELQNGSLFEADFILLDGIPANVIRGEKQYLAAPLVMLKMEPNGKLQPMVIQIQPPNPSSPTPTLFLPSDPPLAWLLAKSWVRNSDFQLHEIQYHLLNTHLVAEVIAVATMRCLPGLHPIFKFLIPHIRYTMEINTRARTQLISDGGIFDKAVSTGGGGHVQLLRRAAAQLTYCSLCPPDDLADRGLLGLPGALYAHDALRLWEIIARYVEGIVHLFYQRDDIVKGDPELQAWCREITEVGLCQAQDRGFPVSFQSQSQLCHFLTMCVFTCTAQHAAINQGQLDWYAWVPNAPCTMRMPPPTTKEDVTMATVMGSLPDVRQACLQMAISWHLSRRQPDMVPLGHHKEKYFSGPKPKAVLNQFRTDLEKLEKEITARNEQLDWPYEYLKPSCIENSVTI
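Purified human 12hLO at 150 nM in 25 mM Hepes, 0.01% Triton X-100, pH 7.0, preincubated 15 min at room temperature with compound. Reaction started with 40 uM arachidonic acid, 30 min at room temperature. Hydroperoxide measured by Fe-xylenol orange, 573/405 nm absorbance ratio.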
G9a block = blocks human histone lysine methyltransferase G9a; 8.8% of 350,000 active; Potency, µM (highest dose often 102 µM), without a hit: at the top dose activity, negative = inhibition, actives largely listed as inhibitors; G9a H3K9 monomethylation, AlphaScreen, 2 h; Q96KQ7; further: potency means the concentration at half of the fitted maximal effect; on the % scale 0 is the no-effect control and ±100 the full control effect; nearly all actives have a fitted effect of over 75% in size
Target sequence (Q96KQ7 913-1193 limits assumed): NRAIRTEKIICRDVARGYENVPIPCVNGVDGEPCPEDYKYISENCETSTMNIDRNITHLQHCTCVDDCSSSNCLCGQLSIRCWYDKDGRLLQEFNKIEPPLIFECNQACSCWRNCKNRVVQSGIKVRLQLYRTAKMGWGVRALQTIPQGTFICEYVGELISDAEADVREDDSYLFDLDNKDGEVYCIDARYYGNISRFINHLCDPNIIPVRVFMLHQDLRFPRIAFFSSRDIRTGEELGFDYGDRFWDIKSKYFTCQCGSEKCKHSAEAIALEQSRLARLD
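Chemiluminescent proximity detection of H3K9 monomethylation, read after 10 min bead incubation in the dark. Reaction: 20 nM G9a, 500 nM biotin-H3K9 peptide, 20 uM SAM cofactor, 2 h, room temperature, following 15 min enzyme-compound preincubation.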
RGS4 inhibitor = human RGS4 inhibition. Potency, µM (titrated, usually from 114 µM), for the others: at the highest dose activity change, negative = inhibition, usual class: inhibitors. 0.039% of 390,000 active. Transcreener GDP fluorescence polarization, RGS4-accelerated GTP hydrolysis. P49798; further: potency means the concentration at half of the fitted maximal effect; on the % scale 0 is the no-effect control and ±100 the full control effect; nearly all actives have a fitted effect of over 75% in size; some results filed as inactive show a strong effect at the top dose
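MLSMR compounds (23 nl, pin-transferred) preincubated 10 min at room temperature with a 500nM (2x) first reagent, then RGS4 at 900nM (2x) plus Transcreener GDP mix added; fluorescence polarization (620/688 nm) read before and after 90 min at 30 °C.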
JMJD2A Tudor = blocks the human JMJD2A Tudor domain; O75164; AlphaScreen JMJD2A-Tudor / H3K4me3 peptide binding; 4.4% of 390,000 active; Potency, µM (titrated, usually from 114 µM), inactives show top-dose activity change, negative = inhibition, most hits filed as inhibitors; further: potency means the concentration at half of the fitted maximal effect; on the % scale 0 is the no-effect control and ±100 the full control effect; nearly all actives have a fitted effect of over 50% in size
ERG Ets-DNA blk = blocks human ERG Ets domain binding to DNA; Potency, µM (doses to about 76.9 µM), for inactives: top-dose FP activity, negative = inhibition, actives largely listed as inhibitors; fluorescence polarization, His-ERG Ets domain / labelled DNA; P11308; AID 624246; 0.028% of 370,000 active; active means well fitted inhibition curve with a large enough effect in the polarisation, with a control signal flat; inconclusive means small, poorly fitted or top-dose-only effect, or effect the other way, or a change in a side signal; inactive means no such curve, though single readings can be large or run the other way; the % refers to the polarisation;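 further: polarization taken with two DNA probes labelled with fluorescein and Texas red; potency means the concentration at half of the fitted maximal effect; % of control where 0% means no effect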
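His-tagged ERG Ets domain (1 uM in the protein solution; 300mM KCl, 50mM Tris-HCl, 1mM EDTA, 1mM DTT, pH 7.5) received compound, then a probe mix of 5 nM fluorescein-DNA and 100nM Texas-615-DNA. Fluorescence polarization was read for both dyes.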
Numbers without * were called inactive; ? = inconclusive; nt = no result given; & = joins results of further samples; [ ] = remark or other dose. Unless noted, the call rests on the fitted dose curve; in most records, active means well fitted curve in the direction sought with a large enough effect; inconclusive means small, poorly fitted or top-dose-only effect, or another doubt; inactive means no such curve, though single readings can be large; an effect the other way counts as inactive or inconclusive.

SMILES	PI4K2A block	HP1b chromo inh	BAZ2B block	GLS inhibitor	ALOX12 inh	G9a block	RGS4 inhibitor	JMJD2A Tudor	ERG Ets-DNA blk
COc1cccc(NC(=S)NCCc2ccccn2)c1	0	21%	56µM*	10%	-7%	28µM*	5%	-14%	-3%
Cc1ccc(S(=O)(=O)c2nnn3c2nc(NCc2ccc(F)cc2)c2sccc23)cc1C	-1	-2%	-13%	5%	-12%	-3%[59 µM]	?	-19%	0%
CCN(c1ccccc1)S(=O)(=O)c1ccc(N2CCN(c3ccc(O)cc3)CC2)nc1	-2	50µM*	nt	?	20µM*	nt	-52%	22µM*	2%
Cc1ccc(CN2CCN(/N=C/c3cc(Br)cc(Br)c3O)CC2)c(C)c1	-5	51%[activator]	1%	-4%	19%	40µM*	-38%	-11%[57.1 µM]	4%
S=c1nc2ccccc2c2nc(-c3cccnc3)[nH]n12	-8	-10%	-29%	22%	?	10µM*	13%[11.4 µM]	-18%[11.4 µM]	2%
Cc1cccn2c(=O)c3cc(C#N)c(=NC(=O)c4ccncc4)n(CCCOC(C)C)c3nc12	1	12%	2%	4%	?	1%[59 µM]	7%	-7%	-7%
COc1ccc(C(=O)NNC(=O)C(=O)NC(C)c2ccccc2)cc1OC (stereo unspecified)	-5	40%[activator]	-13%	10%	-1%	6.3µM*	9%	-3%	11%
COC(=O)c1sccc1NC(=S)N1CCN(C)CC1	-3	24%	1%	1%	9%	?	7%	-8%	10%
Cc1cccc(NC(=O)c2ccc(-c3ccccc3)s2)c1	?	26%	0%	-15%	-18%	4%[59 µM]	4%	-9%	2%
O=C1COc2ccc(-c3n[nH]c(=O)c4ccccc34)cc2N1	-3	42%[activator]	-8%	9%	6%	21%[12.7 µM]	9%	-8%	-6%
COc1ccccc1NC(=O)Cn1c2ccccc2c2nc3n(c(=O)c21)CCS3	2	29%	2%	0%	0%	8%	-33%	-8%	8%
CCOC(=O)c1sc2ncn(CC(=O)Nc3cc(Cl)ccc3C)c(=O)c2c1C	5	16%	4%	1%	-5%	-5%[59 µM]	6%	-14%	4%
CCC(C)NC(=O)c1ccc2c(c1)N(Cc1cccc(Cl)c1)C(=O)c1ccccc1S2=O (stereo unspecified)	2	45%[activator]	-12%	-2%	-12%	0%[59 µM]	15%	-22%	-8%
COc1ccc(-n2nc3ccc(NC(=O)c4ccc(C#N)cc4F)cc3n2)cc1Cl	-6	58%[activator]	-5%	-1%	-17%	0%[59 µM]	-10%	2%	-1%
CCOc1ccccc1CNC(=O)C1CCN(S(=O)(=O)c2ccc3[nH]c(=O)ccc3c2)CC1	-1	14%[57 µM]	3%	3%	-24%	-1%[59 µM]	1%	-18%	-3%
CC(=O)N(C)C1(c2nnnn2CCOC(=O)Nc2cccc3ccccc23)CCCC1	-4	19%	5%	-1%	53%[activator]	10%[12.7 µM]	-8%	-2%	-5%
COc1ccsc1C(=O)Nc1ccc(F)cc1F	0	-6%	3%	2%	-29%	23%	-24%	?	-17%
Cc1cccc(NC(=O)CCc2c(C)nn(-c3ccc(N4CCCCC4)nn3)c2C)c1	-4	13%[57 µM]	-31%[57.1 µM]	-2%	20%	16%	-28%	-27%	4%
COc1ccc(CCC(=O)OCC(=O)Nc2c(C)nn(-c3ccccc3)c2C)cc1	4	41%[activator]	6%	-11%	-4%	-37%	-18%	-12%	-1%
Cc1ccnc(SCC(=O)N2CCc3ccccc32)n1	0	25%	-9%	8%	1%	18%	-7%	-3%	-3%
COc1ccc(CCNC(=O)CN2CCC(C)CC2)cc1OC	3	?	56µM*	1%	?	?	15%[56.9 µM]	?	6%
Cc1cc(C(=O)Nc2ccc(S(=O)(=O)N3CCCC3)cc2)cs1	-2	20%	9%	0%	-20%	-4%[12.7 µM]	-13%	-7%	-3%
Cc1ccc(C)c(CN2C(=O)C3(OCCCO3)c3ccccc32)c1	1	81%[activator]	7%	0%	-7%	-6%[59 µM]	-23%	25%	1%
O=C1NN(c2ccccc2)C(=O)/C1=C\c1ccc(-c2cc([N+](=O)[O-])ccc2O)o1	-7	45µM*	32µM*	-19%	?	nt	?	50µM*	12%
COCCCNC(=O)C1CCC(Cn2c(=O)c3sccc3n(C)c2=O)CC1 (stereo unspecified)	4	107%[activator]	-8%	-6%	-5%	21%[59 µM]	-11%	-15%	3%
CCN(CC)c1ccc(/C=N/NC(=O)c2ccc(Br)o2)cc1	0	9%	-32%	22%	4%	?	19%	-29%	-11%
O=C(COC(=O)c1cccc(Cl)c1)NCCN1C(=O)CSC1=O	-3	23%	4%	-2%	-13%	4%[59 µM]	-19%	-9%	17%
CCc1nc(SCC(=O)Nc2cc(C)on2)c2c(C)c(C)sc2n1	-7	49%[activator]	6%	9%	-6%	19%	-8%	-8%	-6%
Cc1ccccc1CC1(CO)CCCN(C(=O)c2ccc3ncccc3c2)C1 (stereo unspecified)	2	-2%	1%	?	25%	nt	?	8.9µM*	-1%
O=C(COc1ccc(S(=O)(=O)N2CCOCC2)cc1Cl)NCc1ccccn1	-1	62%[activator]	-20%	-12%	-11%	9%	-12%	-7%	-3%

Molecules above containing fluorine:
SMILES	PI4K2A block	HP1b chromo inh	BAZ2B block	GLS inhibitor	ALOX12 inh	G9a block	RGS4 inhibitor	JMJD2A Tudor	ERG Ets-DNA blk
Cc1ccc(S(=O)(=O)c2nnn3c2nc(NCc2ccc(F)cc2)c2sccc23)cc1C	-1	-2%	-13%	5%	-12%	-3%[59 µM]	?	-19%	0%
COc1ccc(-n2nc3ccc(NC(=O)c4ccc(C#N)cc4F)cc3n2)cc1Cl	-6	58%[activator]	-5%	-1%	-17%	0%[59 µM]	-10%	2%	-1%
COc1ccsc1C(=O)Nc1ccc(F)cc1F	0	-6%	3%	2%	-29%	23%	-24%	?	-17%

(cont.)
SMILES	PI4K2A block	HP1b chromo inh	BAZ2B block	GLS inhibitor	ALOX12 inh	G9a block	RGS4 inhibitor	JMJD2A Tudor	ERG Ets-DNA blk
S=c1nc[nH]c2c1cnn2-c1ccccc1	-2	40%[activator]	-2%	1%	8%	nt	-29%	-10%	-8%
CC(=O)OCCNC(=O)Cn1cnc2c1c(=O)n(C)c(=O)n2C	-6	20%	5%	-2%	-10%&5%	11%[12.7 µM]	6%	3%	-2%
O=C(Cn1c(NCCO)nc2ccccc21)NCC1CCCO1 (stereo unspecified)	0	18%	-2%	-2%	3%	-10%[12.7 µM]	-7%	1%	-1%
O=C(CSc1nc(=O)n(CCN2CCOCC2)c2c1CCC2)Nc1ccc(F)cc1F	-2	63%[activator]	-3%	3%	-9%	2%[59 µM]	-11%	-13%	5%
COc1cnc(-c2ccccc2)nc1Oc1cccc(C)c1	2	170%[activator]	77%[activator]	15%	-2%	41%[12.7 µM]	11%	80%[activator]	1%
O=C(O)CCc1nc2cc3ccccc3cc2[nH]1	-4	7%	-14%	8%	-17%	-7%	-20%	-11%	-2%
O=C(Nc1nnc(C2CCCCC2)s1)c1cccs1	5	0%	9%	10%	0%	0%[59 µM]	28%	-17%	5%
CCCOC(=O)CSc1nnc(-c2cc(OC)c(OC)c(OC)c2)o1	-11	25%	4%	-1%	10%	7%	-11%	?	2%
NS(=O)(=O)c1ccc(CNS(=O)(=O)c2ccc(Cl)nc2)cc1	1	35%	-5%	0%	-3%	56µM*	8%	-12%	0%
COc1ccc(NS(=O)(=O)c2ccc(NS(=O)(=O)c3cccs3)cc2)cc1	-2	21%	3%	0%	26%	-2%[59 µM]	10%	0%	0%
CCOc1cc(S(=O)(=O)N2CCN(CC)CC2)ccc1Cl	15	15%	18%	-1%	3%	-5%[59 µM]	22%	-9%	-8%
c1ccc(CN2C3=NCCCN3c3ccccc32)cc1	-2	16%	-3%	-1%	-13%&25%	-3%[59 µM]	-2%	-16%	-7%
CCOC(=O)N1CCN(C(=O)c2cc(COc3ccc(Cl)cc3OC)on2)CC1	6	55%[activator]	-5%	-1%	11%	1%[0.501 µM]	7%[56.9 µM]	-14%	-9%
COc1ccc(CCNC(=O)C2CCN(C(=O)c3cccc(Cl)c3)CC2)cc1OC	-1	27%	4%	1%	6%	11%	-25%	-12%	-4%
O=C(NCCc1c[nH]c2ccccc12)C(=O)NCC1OCCCN1S(=O)(=O)c1ccccc1 (stereo unspecified)	-2	-13%	?	14%	-3%	-39%[59 µM]	-4%	-33%	0%
CCCC(=O)Nc1ccc(C(=O)NCC2CCCO2)cc1 (stereo unspecified)	-2	28%	8%	nt	-19%	14%	-18%	1%	-9%
Cc1ccnc(NC(=O)c2cccc3ccccc23)c1	6	38%	-2%	-2%	-5%	97%[activator]	6%	-2%	-1%
CCC(=O)OC1(C(=O)CCl)[C@@H](C)C[C@H]2[C@@H]3CCC4=CC(=O)C=C[C@]4(C)[C@@]3(F)[C@@H](O)C[C@@]21C (stereo partly specified)	-2	20%	2%	13%	-11%	-45%[59 µM]	-25%	-27%	-8%
Nc1ccc(C(=O)O)cc1S(=O)(=O)O	1	8%	8%	-5%	0%	-1%	0%	-10%	-1%
O=C(NCc1ccco1)Nc1ccc2snnc2c1	-1	12%	-1%	2%	10%	-15%	-6%	-16%	-2%
CS(=O)(=O)N(CC(=O)Nc1ccccc1Br)Cc1ccccc1	0	5%	6%	1%	10%	-9%	0%	-31%	0%
CC(C)(C)c1ccc(C(=O)Nc2ccc3c(c2)C(=O)NC3=O)cc1	0	39%	-4%	6%	-9%	nt	10%	-3%	-2%
Cc1ccc(-c2cc(-c3ccccc3)nc(Cl)n2)cc1	-5	215%[activator]	6%	4%	3%	75%[activator][12.7 µM]	-2%	206%[activator]	-1%

From PubChem

A portion of the library; count on the stated rates, not on these rows.
